Source: PubChem BioAssay
POLI inh – blocks human DNA polymerase iota activity. Q9UNA4. Pol iota fluorescent replication assay, 10 min. Potency, µM (titrated, usually from 115 µM), without a hit: at the top dose activity, negative = inhibition, actives largely listed as inhibitors. 390,000 compounds, 1% hits
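Fluorescent replication assay read twice, at 0 min and 10 min after adding 50 nM (final) substrate. Enzyme (10 nM) and compounds were first incubated 15 min at room temperature; enzyme-free buffer wells were negative controls.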
G9a inh – G9a (human) methyltransferase inhibition; Q96KQ7; G9a H3K9 monomethylation, AlphaScreen, 2 h; Potency, µM (doses to about 102 µM), for the others: at the highest dose activity, negative = inhibition, hits mostly inhibitors; 350,000 compounds, 8.8% hits; AID 504332; further: on the % scale 0 is the no-effect control and ±100 the full control effect; nearly all actives have a fitted effect of over 75% in size
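Using a bead-based AlphaScreen, monomethylated H3K9 product from 2 h room-temperature reactions (G9a 20 nM, peptide 500 nM, SAM 20 uM) was detected with 0.5 ug/mL rabbit anti-H3K9me1 antibody.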
BLM inh – Bloom syndrome helicase (human) inhibition; recombinant BLM DNA unwinding, fluorescence dequenching; Potency, µM (highest dose often 56.1 µM), inactives show at the highest dose activity change, negative = inhibition, actives largely listed as inhibitors; 350,000 compounds, 0.2% hits;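 further: plate controls were vehicle for no effect and no enzyme for full effect; nearly all actives have a fitted effect of over 35% in size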
Pol kappa inh – blocks human DNA polymerase kappa activity; Q9UBT6; purified Pol kappa, fluorescent DNA synthesis assay, 10 min; Potency, µM (titrated, usually from 107 µM), without a hit: top-dose activity, negative = inhibition, usual class: inhibitors; 400,000 compounds, 0.53% hits; AID 588579; further: on the % scale 0 is the no-effect control and ±100 the full control effect
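Inhibition of 10 nM Pol kappa is measured by a fluorescent read-out at 0 and 10 min following addition of 50 nM substrate (final), with a 15-min room-temperature compound preincubation.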
Pol beta inh – DNA polymerase beta (human) inhibition. P06746. Pol beta primer extension/strand displacement, fluorescence kinetic. Potency, µM (doses to about 114 µM), inactives show top-dose activity change, negative = inhibition, most hits filed as inhibitors. 340,000 compounds, 1.3% hits. AID 485314; further: on the % scale 0 is the no-effect control and ±100 the full control effect
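Pol beta (10 nM) and compounds were preincubated 15 min at room temperature, then 50 nM substrate (final) started primer extension/strand displacement. Reads were taken at 0 and 10 min; concentration-response data were fitted to a four-parameter Hill equation.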
JMJD2A Tudor inh – blocks the human JMJD2A Tudor domain; O75164; AlphaScreen JMJD2A-Tudor / H3K4me3 peptide binding; Potency, µM (series often up to 114 µM), for inactives: top-dose activity change, negative = inhibition, actives largely listed as inhibitors; 390,000 compounds, 4.4% hits; AID 504339; further: on the % scale 0 is the no-effect control and ±100 the full control effect; nearly all actives have a fitted effect of over 50% in size
APE1 inh – blocks human APE1 abasic DNA cleavage; P27695; recombinant APE1, TAMRA/BHQ-2 abasic DNA cleavage fluorescence; Potency, µM (top dose mostly 65.8 µM), for inactives: top-dose activity change, negative = inhibition, hits mostly inhibitors; 350,000 compounds, 0.35% hits; AID 2517;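 further: plate controls were vehicle for no effect and reference inhibitor for full effect; nearly all actives have a fitted effect of over 55% in size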
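Kinetic fluorescence read (525 ex/598 em nm, three reads 60 s apart) of AP-site incision; signal = third minus first read. Enzyme 0.75 nM, dual-labelled THF duplex 50 nM, compound preincubation 15 min RT.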
POLH inh – inhibitors of human DNA polymerase eta. Q9Y253. recombinant Pol eta, fluorescent DNA replication assay. Potency, µM (series often up to 114 µM), without a hit: top-dose activity change, negative = inhibition, hits mostly inhibitors. 390,000 compounds, 1.2% hits. AID 588591; further: on the % scale 0 is the no-effect control and ±100 the full control effect
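Pol eta (10 nM) was preincubated with compounds for 15 min at room temperature, after which fluorescent replication substrate (50 nM final) was added to start the reaction. Fluorescence was read kinetically at 0 and 10 min.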
BAZ2B inh – blocks human BAZ2B | 360,000 compounds, 4.4% hits | Q9UIF8 | AlphaScreen BAZ2B-H3K14Ac peptide displacement | Potency, µM (titrated, usually from 114 µM), for the others: top-dose activity change, negative = inhibition, actives largely listed as inhibitors; further: on the % scale 0 is the no-effect control and ±100 the full control effect; nearly all actives have a fitted effect of over 60% in size
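AlphaScreen displacement: compounds (up to 110uM) incubated 30 min at room temperature with a preformed 50 nM BAZ2B/50 nM biotinylated H3K14Ac peptide complex in PBS pH 7.4 with Tween-20. Donor and acceptor beads at 10 ug/mL final added, 20 min light-protected before reading.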
* = called active by the depositor; u = inconclusive; x = no result given; [ ] = dose if it differs, or a comment. The call rests on the fitted dose curve; in most records, active means well fitted curve in the direction sought with a large enough effect; inconclusive means small, poorly fitted or top-dose-only effect, or another doubt; inactive means no such curve, though single readings can be large; an effect the other way counts as inactive or inconclusive. Potency means the concentration at half of the fitted maximal effect. An excerpt, so the mix of outcomes need not match the whole.

SMILES	POLI inh	G9a inh	BLM inh	Pol kappa inh	Pol beta inh	JMJD2A Tudor inh	APE1 inh	POLH inh	BAZ2B inh
Cc1nn(-c2ccccc2)c(C)c1/C=N/NC(=O)CSc1nc2ccccc2c(=O)n1-c1ccc(Br)cc1	42%[activator]	32%[activator]	-3%	-6%	14%	-11%	u	-4%	-9%
O=C(c1ccc(C(F)(F)F)cc1)C1CCCN(C(=O)CN2C(=O)CSC2=O)C1 (stereo not given)	25%	-27%	-5%	-3%	-1%	-11%	1%	-7%	2%
Cc1cc(C)cc(C(=O)Nc2cccc(NC(=O)c3ccco3)c2)c1	-3%	-7%[0.501 µM]	-5%	-21%	3%	-16%	-3%	-5%	u
O=C(CN1C(=O)NC2(CCCCCC2)C1=O)NC1CCCCCCC1	3%	-6%	1%	4%	-2%	-5%	-1%	0%	x
COc1cccc(CNC(=O)C2CCC(CNS(=O)(=O)c3cccc4cccnc34)CC2)c1 (stereo not given)	34%[activator]	-30%	-1%	-4%	-19%	-18%	40%	-15%	-29%
COc1cc(/C=N/Nc2cccc(C)c2)cc(Br)c1O	71%[activator]	8.9µM*	-2%	4%	7%	50µM*	-1%	-17%	45µM*
CCN(CC)CCNC1=CC(=O)OC12CCCCC2	-5%	-11%[59 µM]	2%	-12%	-2%	-12%	0%	-10%	7%
N#Cc1c(-n2ncnc2-c2cccc(Cl)c2)sc2c1CCCCC2	18%	-32%[59 µM]	-3%	-17%	26%	-24%	x	-7%	-13%
Cc1ccc(S(=O)(=O)N(CC(=O)NCc2ccncc2)Cc2ccc(F)cc2)cc1	39%[activator]	19%[59 µM]	0%	3%	-5%	-9%	9%[12.4 µM]	-4%	3%
Cc1ccc(NC(=O)CN(C)C(=O)CCC(=O)N2CCOCC2)cc1	13%	24%[2.33 µM]	x	-2%	x	-5%	15%	-20%	8%
CSCCC(NS(=O)(=O)c1ccccc1F)C(=O)OCc1ccccc1Cl (stereo not given)	8%	12%[59 µM]	-9%	-12%	23%	-15%	10%	-18%	0%
O=C(CN1CCN(c2ccccc2F)CC1)N1N=CCC1c1ccccc1 (stereo not given)	-12%	-4%[59 µM]	2%	3%	95%	0%	2%	-3%	-3%
O=C(CCc1nnc2ccc(N3CCCCC3)nn12)NCC1CCN(Cc2ccc(F)cc2)CC1	10%	x	3%	-4%	50%	-18%	1%	-3%	-9%
Cc1cccc(N=NC(=S)NNc2cccc(C)c2)c1	12%	x	x	-4%	x	25µM*	x	-18%	x
N#Cc1ccccc1NC(=O)COC(=O)c1ccc(S(=O)(=O)N2CCCC2)cc1	6%	4%	0%	-15%	-3%	-8%	24%	-7%	23%
CN(C)CCCN(C(=O)c1ccc(S(=O)(=O)N2CCc3ccccc32)cc1)c1nc2ccc(F)cc2s1	13%	45µM*	-3%	-7%	-1%	u	3%	-14%	u
CCN1CCN(C(C(=O)NC2CCCCC2)c2ccc(Cl)cc2)CC1 (stereo not given)	4%	-20%[59 µM]	1%	-8%	-1%	-14%[57.1 µM]	-1%	0%	-20%
CN(C(=O)c1ccc(NC(=O)Cc2cccc(NC(=O)C3CCCN(C(=O)C4CC4)C3)c2)cc1)C1CC1 (stereo not given)	3%	x	x	-9%	x	-33%	x	-13%	x
Cc1ccc(C2(C)NC(=O)N(CC(=O)Nc3c(C)n(C)n(-c4ccccc4)c3=O)C2=O)cc1 (stereo not given)	2%	-11%	1%	-9%	-19%	0%	1%	-17%	4%
O=C(Cc1coc2ccc3ccccc3c12)NC1CCCc2ccccc21 (stereo not given)	110%[activator]	28%[59 µM]	6%	-4%	19%	-23%	-3%	-13%	-13%
CCS(=O)(=O)c1cc([N+](=O)[O-])c(Sc2ccccc2NC(C)=O)s1	45%[activator]	1.1µM*	-3%	3%	2%	20µM*	1%	-15%	-18%
Cc1ccc(OCc2nnc(SCC(=O)c3cccs3)n2-c2ccccc2)cc1C	6%	3%[12.7 µM]	-1%	-12%	13%	-17%	-5%	-4%	-12%
CCOc1ccc(NC(=S)N2c3ccccc3CC2C)cc1 (stereo not given)	1%	-42%	-7%	-3%	19%	-28%	u	-23%	-29%
CSc1cccc(NC(=O)CCc2ccccc2)c1	17%	-4%	-2%	-7%	-13%	14%	-1%	-15%	4%
Cc1ccc(S(=O)(=O)CCC(=O)OCC(=O)NNC(=O)c2ccc([N+](=O)[O-])cc2)cc1	16%	15%[12.7 µM]	x	-3%	x	-10%	3%	7%	9%
SMILES	POLI inh	G9a inh	BLM inh	Pol kappa inh	Pol beta inh	JMJD2A Tudor inh	APE1 inh	POLH inh	BAZ2B inh
CCCC(C)C(=O)NCc1ccc2c(c1)OCO2 (stereo not given)	25%	-23%	0%	2%	-19%	2%	-3%	-16%	1%
CC(NCC1(N2CCOCC2)CCCCC1)C(=O)Nc1ccc(Cl)cc1Cl (stereo not given)	16%	32µM*	-1%	-17%	15%	-15%	7%	u	50µM*
O=C(O)c1ccccc1-n1c(-c2ccccc2)cc2c1CCCC2=O	19%	u	-2%	-7%	13%	-9%	-2%	-16%	-18%
CCN(CC(=O)NCc1cccs1)C(=O)COc1ccc(C(C)=O)cc1	5%	5%[0.501 µM]	x	-1%	x	-8%	-3%	-13%	4%
Cc1ncc2c(c1OC(=O)c1ccccc1)COC(C)(C)OC2	-4%	5%	-1%	-4%	-5%	-9%	-1%	-19%	4%
COc1ccc(/C=C2\NC(=S)N(CC3CCCO3)C2=O)c(OC)c1C (stereo not given)	2%	50µM*	-8%	-11%	3%	-32%	16%	-16%	u
COc1ccc(S(=O)(=O)Nc2ccc(NC(C)=O)cc2)cc1OC	-5%	-4%[12.7 µM]	-1%	2%	-2%	-9%	-2%	0%	-2%
CCC1C(=O)Nc2nc(-c3ccccc3)c(-c3ccccc3)n2N=C1C (stereo not given)	-10%	u	-5%	-11%	-2%	-24%	1%	u	u
CC(C)(C)C1=NN(c2ccc([N+](=O)[O-])cc2)C(c2ccccc2)C1 (stereo not given)	18%	7%	-7%	-9%	-20%	-16%	-2%	-11%	-2%
O=[N+]([O-])c1c(NCCO)cc(N2CCC3(CC2)OCCO3)c2nonc12	28%	0%	6%	1%	-10%	-15%	1%	0%	-5%
CCCCN(CC)C(=O)CSc1nc2c(sc3ccccc32)c(=O)n1CCc1ccccc1	0%	2%[59 µM]	0%	-12%[60.1 µM]	2%	-7%	x	-9%	0%
NC(=O)CC(NC(=O)c1cccc(Br)c1)c1ccc(N2CCN(c3ccccn3)CC2)c([N+](=O)[O-])c1 (stereo not given)	-12%	50µM*	-6%	7%	u	u	4%	0%	u
CCOCc1nnc(NC(=O)C2CCN(C(=O)c3ccco3)CC2)s1	58%[activator]	-37%	0%	-5%	1%	-19%	6%	-7%	0%
Cn1c(=O)c(C(=O)NCc2ccccc2)c(O)c2ccccc21	150%[activator]	103%[activator]	-6%	-7%	-2%	-27%	-10%	-5%	45%[activator]
C[C@H](CO)N1C[C@H](C)[C@@H](CN(C)C(=O)Nc2ccc(C(F)(F)F)cc2)Oc2ccc(NC(=O)Cn3cnnn3)cc2C1=O	1%	x	x	2%	x	-13%	2%	-18%	x
COc1ccc2c(=O)c3c(=O)n(-c4ccccc4)c(-c4ccco4)nc3oc2c1	u	12%	-4%	u	-26%	-13%	1%	1%	0%
COc1ccc(CN(C(=O)c2cc3ccccc3oc2=O)C2CCCC2)cc1	4%	19%[59 µM]	-8%	-4%	16%	-19%	-5%	-17%	-5%
COC(=O)CSc1nnc(COc2cccc3ccccc23)o1	11%	16%	-4%	1%	35%	-1%	36%	-13%	-6%
CC(=O)Nc1ccc(S(=O)(=O)NCC2CCC(C(=O)NCCc3ccc(C)cc3)CC2)cc1 (stereo not given)	-8%	0%[59 µM]	-1%	-22%[60.1 µM]	-9%	-15%	x	-11%	14%
O=C(Nc1ccccc1F)c1ccccc1C(=O)Nc1ccccc1F	6%	x	x	5%	x	6%	x	-21%	x
CS(=O)(=O)Nc1ccc(C(=O)Nc2ccc(S(=O)(=O)N3CCCCC3)cc2)cc1	20%	19%	-2%	-2%	17%	-21%	-7%	-21%	-4%
O=C(NC1=NCCS1)c1cc(-c2ccc(F)cc2)nc2ccccc12	u	21%[59 µM]	0%	-19%	14%	-10%	-3%	-26%	-26%
CCc1ccnc(NS(=O)(=O)c2ccc3c(c2)CCO3)c1	61%	2%	-3%	3%	1%	-8%	1%	-7%	3%
COc1cccc(CNC(=O)CN(C)S(=O)(=O)c2cnc[nH]2)c1	-1%	3%[59 µM]	0%	6%	12%	-1%	-1%	-9%	3%
O=C(O)c1ccccc1-c1ccccc1C(=O)Nc1ccccc1-c1ccccc1	-14%	x	1%	-5%	0%	3%	-12%	-11%	6%
O=C(CSc1nnc(-c2cccnc2)n1Cc1ccco1)N1c2ccccc2Sc2ccccc21	-1%	u	-26%	-5%	u	u	0%	-3%	u
O=C(Nc1ncc2c(n1)CC(c1ccco1)CC2=O)c1ccco1 (stereo not given)	27%	-16%[59 µM]	-19%	-4%	15%	-6%	-6%	-16%	-32%
COc1ccc2c(c1OC)C(=O)N(C(C)C(=O)O)C2=O (stereo not given)	u	10%[0.0925 µM]	-2%	-2%[60.1 µM]	17%	-11%	1%	7%	-1%

Ordered by count of non-hydrogen atoms (low to high): part of the list above
SMILES	POLI inh	G9a inh	BLM inh	Pol kappa inh	Pol beta inh	JMJD2A Tudor inh	APE1 inh	POLH inh	BAZ2B inh
CC(C)(C)C1=NN(c2ccc([N+](=O)[O-])cc2)C(c2ccccc2)C1 (stereo not given)	18%	7%	-7%	-9%	-20%	-16%	-2%	-11%	-2%
COc1ccc(CN(C(=O)c2cc3ccccc3oc2=O)C2CCCC2)cc1	4%	19%[59 µM]	-8%	-4%	16%	-19%	-5%	-17%	-5%
O=C(O)c1ccccc1-c1ccccc1C(=O)Nc1ccccc1-c1ccccc1	-14%	x	1%	-5%	0%	3%	-12%	-11%	6%
CC(=O)Nc1ccc(S(=O)(=O)NCC2CCC(C(=O)NCCc3ccc(C)cc3)CC2)cc1 (stereo not given)	-8%	0%[59 µM]	-1%	-22%[60.1 µM]	-9%	-15%	x	-11%	14%
NC(=O)CC(NC(=O)c1cccc(Br)c1)c1ccc(N2CCN(c3ccccn3)CC2)c([N+](=O)[O-])c1 (stereo not given)	-12%	50µM*	-6%	7%	u	u	4%	0%	u
